OX1R antag: human HCRTR1 antagonism. O43613. CHO/OX1R cells, Fluo-8 calcium fluorescence, orexin A. inhibition, % at 5 µM. actives 0.43% (n = 330,000);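 active = inhibition above its plate's threshold, mean inhibition of all tested compounds on the plate plus 3 SD, cut at about 37% in these data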;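 also: 0% = orexin A challenge wells and 100% = SB-334867-A antagonist wells; not every result past the cut was called active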
Target sequence (O43613 whole entry, looked up): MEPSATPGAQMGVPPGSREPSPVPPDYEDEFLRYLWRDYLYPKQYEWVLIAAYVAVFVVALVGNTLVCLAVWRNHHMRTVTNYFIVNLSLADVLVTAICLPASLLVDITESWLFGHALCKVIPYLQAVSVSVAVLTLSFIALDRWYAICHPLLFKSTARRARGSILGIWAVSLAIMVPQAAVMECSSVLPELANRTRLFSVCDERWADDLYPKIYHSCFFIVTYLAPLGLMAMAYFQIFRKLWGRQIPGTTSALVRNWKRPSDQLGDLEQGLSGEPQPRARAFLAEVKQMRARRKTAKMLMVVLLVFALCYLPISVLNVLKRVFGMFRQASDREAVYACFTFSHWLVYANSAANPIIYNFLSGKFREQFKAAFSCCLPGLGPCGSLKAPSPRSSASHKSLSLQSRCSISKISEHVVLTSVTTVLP
CHT allo act: allosteric activators of human choline transporter CHT | Q9GZV3 | CHT-expressing cells, membrane potential dye, choline EC20; active compounds read high; LV-AA mutant CHT in HEK293 cells | B-score at 10 µM | actives 0.49% (n = 310,000) | AID 488977;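 active = initial fluorescence not abnormally high and integrated response B-score, plate-corrected, over 3 SD above library mean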
Target sequence (Q9GZV3 whole entry, looked up): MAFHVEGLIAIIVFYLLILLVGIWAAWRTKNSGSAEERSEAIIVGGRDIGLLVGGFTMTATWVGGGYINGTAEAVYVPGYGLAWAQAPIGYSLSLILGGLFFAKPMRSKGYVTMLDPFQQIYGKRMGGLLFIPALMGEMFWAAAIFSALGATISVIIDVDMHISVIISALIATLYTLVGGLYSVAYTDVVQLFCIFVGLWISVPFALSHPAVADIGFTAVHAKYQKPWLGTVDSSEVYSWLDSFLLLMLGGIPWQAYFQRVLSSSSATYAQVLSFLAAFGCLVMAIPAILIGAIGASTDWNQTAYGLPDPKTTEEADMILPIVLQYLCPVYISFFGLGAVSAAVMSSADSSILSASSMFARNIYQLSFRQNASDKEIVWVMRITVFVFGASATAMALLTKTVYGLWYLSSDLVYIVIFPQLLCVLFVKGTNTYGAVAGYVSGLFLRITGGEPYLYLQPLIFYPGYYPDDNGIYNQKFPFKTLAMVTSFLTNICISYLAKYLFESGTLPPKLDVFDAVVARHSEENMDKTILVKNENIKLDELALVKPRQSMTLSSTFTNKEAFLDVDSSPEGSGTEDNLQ
* = called active by the depositor; i = inactive; nt = not tested or not shown.

Start of the data: the first 3 entries, ahead of the listing:
cpd	compound	OX1R antag	CHT allo act
1	Cc1c(NC(=O)c2cccc(NS(C)(=O)=O)c2)c(=O)n(-c2ccccc2)n1C	-4.1	i
2	O=C(N/N=C/C=C/c1ccccc1)c1cnccn1	-2.2	i
3	O=C(NC(=S)NC1CCS(=O)(=O)C1)c1cccs1 (centres undefined)	0.2	i

The whole of this part, previewed entries included:
cpd	compound	OX1R antag	CHT allo act
1	Cc1c(NC(=O)c2cccc(NS(C)(=O)=O)c2)c(=O)n(-c2ccccc2)n1C	-4.1	i
2	O=C(N/N=C/C=C/c1ccccc1)c1cnccn1	-2.2	i
3	O=C(NC(=S)NC1CCS(=O)(=O)C1)c1cccs1 (centres undefined)	0.2	i
4	O=C(Nc1ccc2c(c1)OCO2)N1CCN(c2ccccc2Cl)CC1	0.2	i
5	COc1cc([N+](=O)[O-])cc(/C=N/NC(=O)c2ccc(C)nc2)c1O	-12.5	i
6	N#Cc1cccc2cccc(S(=O)(=O)N3CCOCC3)c12	3.9	nt
7	O=C(O)C1c2ccccc2C(=O)N(Cc2ccc(F)cc2)C1c1ccncc1 (centres undefined)	-5.0	i
8	Cc1nc(CN(C)C(=O)c2cc(COc3ccc4ncccc4c3)on2)cs1	1.5	i
9	O=C(CSc1nnnn1-c1cccnc1)Nc1cccc(Cl)c1	-22.1	i
10	CC(C)c1ccc(OCC(=O)N(c2ccccn2)C2CCCCC2)cc1	-29.7	i
11	c1ccc(Cc2noc(CN3CCC(CN4CCOCC4)CC3)n2)cc1	-9.1	i
12	CCOc1ccc(NC(=O)CC2C(=O)N(c3ccc(OC)cc3)C(=O)N2Cc2ccc(OC)cc2)cc1 (centres undefined)	-36.2	i
13	COCCNC(=O)CNS(=O)(=O)c1ccc2nc(C)sc2c1	-11.3	i
14	CCSc1nnc(NC(=O)C2CSC3(C)CCC(=O)N23)s1 (centres undefined)	-27.2	nt
15	COc1ccc(Cc2nnc(NC(=O)c3ccc(OC)c(OC)c3)s2)cc1	-15.8	i
16	CCc1c(C#N)c(N)nc(SCC(=O)OCc2ccccc2)c1C#N	-11.6	i
17	Cc1ccc(/C=N/N2CCOCC2)s1	-3.7	i
18	CCN1C(=O)/C(=C\N(C)C)c2ccccc21	-9.7	i
19	COCCCNC(=O)CN(c1ccc(OC)cc1)S(=O)(=O)c1ccc(NC(C)=O)cc1	-7.7	i
20	Cc1ccc(C(=O)Nc2cccc3[nH]c(C(F)(F)F)nc23)cc1	-8.5	i
21	CCCNc1c(NS(=O)(=O)c2ccc(OC)c(OC)c2)c(=O)oc2ccccc12	-27.6	i
22	CCCN(C(=O)CSc1ccccc1C(=O)O)C1CCS(=O)(=O)C1 (centres undefined)	2.4	nt
23	C=CCO/N=C/C1=C(O)C(C(=O)OC)C(C)(C)CC1=O (centres undefined)	-1.1	i
24	Cn1nnnc1Sc1ncnc2scc(-c3ccc4c(c3)OCO4)c12	-1.0	nt
25	O=C(O)c1c[nH]c2ccc(S(=O)(=O)N3CCN(c4ccc(F)cc4)CC3)cc2c1=O	-23.6	i
26	Cn1c(=O)c2c(nc(Sc3ncnn3CC(=O)NC(C)(C)C)n2C)n(C)c1=O	-10.0	i
27	O=C1CC(c2cccc(Br)c2)C2=C(COC2=O)N1 (centres undefined)	-3.7	i
28	O=C(N/C=C/c1ccco1)OCc1ccccc1	-15.8	i
29	C[C@@H]1O[C@@H](OC[C@@H]2O[C@H](Oc3c(-c4ccc(O)cc4)oc4cc(O)cc(O)c4c3=O)[C@@H](O)[C@H](O)[C@H]2O)[C@H](O)[C@H](O)[C@H]1O	5.1	nt
30	Cc1cccc(Nc2nc(N)c([N+](=O)[O-])c(N3CCOCC3)n2)c1	-13.4	i
31	O=C(Nc1ccc(N2CCOCC2)c(Cl)c1)c1ccccc1Cl	-7.0	i
32	COc1ccc(OCC(O)CN2C(=O)c3ccccc3S2(=O)=O)cc1 (centres undefined)	-7.5	i
33	CCOc1cc(N2CCOCC2)c(OCC)cc1NC(=O)COC(=O)CCOc1ccc(C)cc1	-21.0	i
34	CC(CN1CCOCC1)OC(=O)c1ccccc1Cl (centres undefined)	10.1	i
35	O=C(Cc1ccc(S(=O)(=O)N2CCOCC2)s1)NCCOc1ccccc1F	-7.6	i
36	CC1(C)CC(=O)C=C(NCCCN2CCCC2=O)C1	8.8	i
37	CCO[C@@H]1OC(C(=O)NCc2ccccc2)=C[C@H](c2cn(C(C)=O)c3ccccc23)[C@H]1CCCO	-26.4	i
38	CCCC(=O)NCc1cc(-c2nn(C)c(=O)c3ccccc23)ccc1OC	-24.5	i
39	COc1ccc(OC)c(-c2cnc(OC(C)(C)C)nc2OC(C)(C)C)c1	-12.3	i
40	O=C(Nc1ccccc1O)c1nc(Cl)ccc1Cl	-15.1	i
41	Cn1nnnc1SCC(=O)N1CCN(Cc2ccccc2)CC1	-22.7	i
42	Cc1cccc(-n2cnc3cc(C(=O)N4CCCCC4)ccc32)c1	-14.9	i
43	CCSc1sc(CC)cc1C=O	0.3	i
44	O=C1c2cccnc2C(Nc2ccccc2)N1Cc1ccco1 (centres undefined)	-21.0	i
45	O=C(COc1ccc(/C=N/NS(=O)(=O)c2ccccc2)cc1)NCc1ccccc1	-5.1	i
46	COc1ccc(N2CCN(C(=O)c3cccc(N4C(=O)C5C6C=CC(C6)C5C4=O)c3)CC2)cc1 (centres undefined)	-9.3	i
47	Cc1cc(OC(=O)N2CCOCC2)cc(C)c1Cl	-16.0	i
48	O=C(CSc1cccc[n+]1[O-])CSc1cccc[n+]1[O-]	10.4	i
49	O=C(CSc1nc(-c2ccccc2)c(-c2ccccc2)o1)NC1CCS(=O)(=O)C1 (centres undefined)	-24.3	i
50	O=C(Nc1cccn2ncnc12)c1cccc(C(F)(F)F)c1	-23.8	i
51	COc1ccccc1N(CC(=O)NCCSCc1ccccc1)S(C)(=O)=O	-19.9	i
52	Cc1ccccc1NC(=O)C1CCN(S(=O)(=O)c2cccc3nonc23)CC1	-24.3	i
53	C=CCn1c(N)cc(=O)nc1SC(C)C(=O)Nc1cccc2ccccc12 (centres undefined)	-23.8	i
54	C/C=C/Cn1c(SCc2ccccc2)nc2c1c(=O)[nH]c(=O)n2C	-8.9	i
55	CC(=O)Nc1ccc(S(=O)(=O)N2CCN(c3cc(C)nc4ncnn34)CC2)cc1	-0.5	i
56	O=C(c1cc(COc2ccc(F)cc2Cl)on1)N1CCC(c2ccncc2)CC1	13.5	i
57	O=C(NC1CCCCC1)C1CCCN1S(=O)(=O)c1cccc2nsnc12 (centres undefined)	-2.7	i
58	O=C(C1CCCN(S(=O)(=O)c2cccc3nonc23)C1)N1CCC(Cc2ccccc2)CC1 (centres undefined)	-23.4	i
59	CCCc1cc(-c2nc(-c3ccc(C)cc3)cs2)ccn1	-38.1	i
60	CCn1c(/C=C/c2cc(Br)ccc2O)nc2ccccc2c1=O	-5.8	i

Next compounds follow:
cpd	compound	OX1R antag	CHT allo act
61	O=C(CN1C(=O)c2cccc3cccc1c23)NCc1ccccn1	-13.9	i
62	O=C(CSc1ccc(-c2cccnc2)nn1)N1CCCC1	-13.7	i
63	Cc1ccc(C(C(=O)NC(C)(C)C)N(CCCN2CCOCC2)C(=O)c2ccc(-c3ccccc3)[nH]2)o1 (centres undefined)	-14.2	i
64	CCC(Oc1ccccc1)C(=O)Nc1ccccc1N1CCCCC1 (centres undefined)	-51.4	i
65	COc1ccc(S(=O)(=O)NCCc2ccco2)cc1OC	-16.9	i
66	O=C(NCC1CCCO1)C(c1cccs1)N(C(=O)Cn1nnc(-c2cccs2)n1)C1CCCC1 (centres undefined)	-18.2	i
67	CCNc1oc(-c2ccccc2F)nc1S(=O)(=O)c1ccccc1	-9.3	i
68	Cc1c(NC(=O)COc2ccc(C(C)C)cc2)c(=O)n(-c2ccccc2)n1C	0.7	i
69	O=C(C1=C[C@@H](C2CCCCC2)C[C@@H](OCCCCO)O1)N1CCOCC1	-29.5	i
70	CCc1ccc(OC(C)C(=O)Nc2ccccc2C(=O)N2CCOCC2)cc1 (centres undefined)	-7.9	i
71	COc1ccc(Oc2ccccc2C=O)cc1	-3.6	i
72	COC(=O)c1ccsc1NC(=O)CCc1ccccc1	-10.7	i
73	N#C/C(=C/c1ccccc1[N+](=O)[O-])c1nnc2n1CCCCC2	-6.6	i
74	CSc1nc2ncnc(N)c2[nH]1	2.1	i
75	COc1ccc(Cc2nnc(SCC(=O)Nc3ccc(C)cc3)n(N)c2=O)cc1	-32.1	i
76	COc1ccccc1/C=C/CN1CCC(Oc2cc(C(=O)NC3CC3)ccc2OC)CC1	-22.2	i
77	Cc1cccc(CS(=O)(=O)c2ncc(Cl)c(C(=O)Nc3nnc(C(C)C)s3)n2)c1	-12.7	i
78	O=C(NCCN1CCN(C(=O)c2ccc([N+](=O)[O-])cc2)CC1)C(=O)NCc1ccccc1	-18.8	i
79	CC(C)(C)CN1CCNC[C@H]1Cc1ccc(O)cc1	-9.3	i
80	COc1ccc(NS(=O)(=O)c2ccc(C)c(C(=O)N3CCCCCCC3)c2)cc1	-27.7	i
81	COC(=O)/C=C1/N/C(=N\c2nc(C)cc(C)n2)N(c2ccc(C)c(C)c2)C1=O	-28.0	i
82	Cc1ccc(C)c(NC(=O)C2CCCN2S(=O)(=O)c2ccc3c(c2)n(C)c(=O)c(=O)n3C)c1 (centres undefined)	-10.9	i
83	O=C(CCN1CCc2ccccc2C1)Nc1cccc(F)c1	-25.1	i
84	CCOc1ccccc1-n1c(C)cc(C=O)c1C	-8.4	i
85	COc1cccc(Nc2nc(N)nc(CCl)n2)c1	-10.3	i
86	COCCCNc1nc2c(-c3ccc(Cl)cc3)nnn2c2ccccc12	-17.5	i
87	CCOc1ccc(CNC(=O)C2CCN(S(=O)(=O)c3ccc4c(c3)CCCC(=O)N4)CC2)cc1	-35.6	i
88	O=C(/C=C/c1ccccc1Cl)c1ccc(O)cc1	-6.7	i
89	CC1CCN(C(=O)c2ccc(CNc3c(N4CCCC4)c(=O)c3=O)cc2)CC1	-10.4	i
90	Cc1cc(NC(=O)c2sc(Nc3ccc(F)c(Cl)c3)nc2N)no1	-11.6	i
91	O=S(=O)(c1ccccc1Cl)N1CCC(Cc2ccccc2)CC1	-8.7	i
92	Cc1ccc(S(=O)(=O)N(CC(=O)N2CCCCCC2)c2ccccc2F)cc1	-11.4	i
93	O=C(CSCCO)Nc1ccc(C2CCCCC2)cc1	4.1	i
94	Cc1cc(NC(=O)COC(=O)C2CCC(=O)N2)c([N+](=O)[O-])cc1C (centres undefined)	-9.7	i
95	O=[N+]([O-])c1ccc(NS(=O)(=O)N2CCOCC2)cc1	-0.5	nt
96	c1ccc(-c2ccc(-c3nc(-c4ccncc4)no3)cc2)cc1	-4.7	i
97	C=C(C)C(=O)OCC(O)COc1ccc(C(C)(C)c2ccc(OCC(O)COC(=O)C(=C)C)cc2)cc1 (centres undefined)	25.3	i
98	CCCCOc1ccc(CON(C(C)=O)C(C)=O)cc1Cl	-14.6	i
99	CCN(c1ccc2c(c1)OCO2)S(=O)(=O)c1cc(Br)cc2c1N(C(=O)C1CC1)CC2	-5.6	i
100	NS(=O)(=O)c1ccc(CCNC(=O)c2ccc3ccccc3n2)cc1	-2.0	i
101	NC1=NC(=Nc2ccccc2)c2ccccc21	-13.3	i
102	CCOCCCNc1nc2c(C)cccn2c(=O)c1/C=C1\SC(=S)N(C(C)CC)C1=O (centres undefined)	44.6*	i
103	CCN(CC)C(=O)CSc1nc(N)c2c3c(sc2n1)CC(C)CC3 (centres undefined)	-13.8	i
104	N#Cc1ccccc1COC(=O)c1cccnc1N	-20.3	i
105	CCN(CC)C(=O)c1ccc(S(=O)(=O)NCc2cccnc2)cc1	4.9	i

Along the list, from the results shown.
OX1R antag for entries 97–103: 25.3, -14.6, -5.6, -2.0, -13.3, 44.6*, -13.8

Remaining list, next part.
cpd	compound	OX1R antag	CHT allo act
106	COc1ccc(C(=O)/C=C/c2ccc(N3CCCCC3)c([N+](=O)[O-])c2)cc1	-19.9	i
107	CCOC(=O)c1cccc(NC(=O)Nc2ccc3c(c2)C(=O)OC3)c1	-24.9	i
108	CCCCNC(=O)c1c(CSc2ccc(Cl)cc2)noc1C(=O)NCc1ccccc1	-5.0	i
109	O=[N+]([O-])c1cccc(OCC(O)CN2CCN(S(=O)(=O)c3cc(Cl)ccc3Cl)CC2)c1 (centres undefined)	11.3	i
110	COc1ccc(NC(=O)C2CSC(C)(C)N2C=O)cc1 (centres undefined)	-2.8	i
111	CCC(CO)Oc1cc(NC(=O)c2ccccc2Cl)c2ncn(C(C)C)c2c1 (centres undefined)	-22.3	nt
112	NC(=O)CSc1nnc(NC(=O)c2ccc(S(=O)(=O)N3CCOCC3)cc2)s1	-7.9	i
113	Cc1cccc2nc(-c3cccc(NC(=O)c4ccc(Cl)cc4)c3)cn12	-18.2	i
114	O=C1C(NS(=O)(=O)c2ccc(Br)cc2)=C(N2CCCCC2)C(=O)c2ccccc21	-34.5	i
115	O=C(Nc1ccccc1F)N(CCCN1CCOCC1)Cc1cc2cc3c(cc2[nH]c1=O)OCCO3	-6.9	i
116	CC[C@]12c3[nH]c4cc(-c5ccco5)ccc4c3CCN1C(=O)[C@@H](CC(=O)NCc1ccc(OC)c(OC)c1)C[C@@H]2C(=O)N1CCN(C(=O)C2CC2)CC1	-33.4	nt
117	Cc1nn(-c2ccc(C(=O)O)cc2)c(C)c1Oc1ccccc1O	-1.1	i
118	CCn1nc(C)c(CN2CCC(n3nccc3NC(=O)c3ccccc3OC)CC2)c1C	-25.7	i
119	COc1ccc(N(C(=O)Cc2cccs2)C(C(=O)NC2CCCCC2)c2cccn2C)cc1 (centres undefined)	-24.1	i
120	COCCNC(=O)CCc1c(C)nc2c(c(C)nn2-c2ccc(C)c(C)c2)c1C	-16.0	i
121	C=CCOC(=O)C1=C(C)OC(N)=C(C#N)C1c1ccccc1F (centres undefined)	-18.7	i
122	Cc1ccc(N(CC(=O)Nc2ccc(F)c(Cl)c2)S(=O)(=O)c2c(C)noc2C)cc1	1.7	i

Assay outcomes deposited in PubChem by several laboratories.
